Compound activity from PubChem.
ARFGAP1 inh: inhibitors of rat ARFGAP1 GAP activity, primary screen, biochemical, fluorescence polarization, GDP tracer. 360,000 compounds, 0.26% hits. inhibition, % at 16.5 µM. ADP-ribosylation factor GTPase-activating protein 1 (Rattus norvegicus), Q62848. Arfgap1-stimulated ARF1 GTP hydrolysis, GDP FP detection;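 active means inhibition above a per-plate limit, mean inhibition of low control wells plus 3 SD, cut at about 25% in these data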;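 further: 0% = DMSO wells with enzyme and 100% = wells lacking Arfgap1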
Target sequence (Q62848 1-136 limits assumed): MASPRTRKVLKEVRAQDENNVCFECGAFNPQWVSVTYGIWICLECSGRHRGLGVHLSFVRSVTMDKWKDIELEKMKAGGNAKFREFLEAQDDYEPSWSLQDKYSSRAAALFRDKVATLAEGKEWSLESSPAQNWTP
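material = rat Arfgap1 catalytic domain, aa 1-136 | also added = human ARF1(Δ1-17)-GTP substrate | compound dosing = one concentration, 16.5 µM, DMSO 1.26% | times = GTP hydrolysis reaction 2 h at 25 °C | measured by = FP, GDP Alexa 633 tracer displaced from anti-GDP antibody, 620/688 nm | evaluation = percent inhibition of Arfgap1-stimulated GTP hydrolysis | replication = single well per compound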
PG9 Ab binder: binders of HIV-1 gp120 antibody PG9, primary screen, biochemical, TR-FRET. HIV-1 gp120 / PG9 antibody interaction. TR-FRET gp120-PG9 antibody binding. inhibition, % at 6.7 µM. 360,000 compounds, 0.43% hits. AID 624416, 2012; in the data active means inhibition above about 8.5%
rCAG RNA binder: binders of r(CAG) RNA repeats, primary screen, biochemical, fluorescence. r(CAG) RNA repeat, TO-PRO-1 dye displacement fluorescence. inhibition, % at 3 µM. 370,000 compounds, 1.3% hits. AID 651821, 2012;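 active means inhibition above the plate cutoff, the mean of all test compounds on that plate plus 3 SD, cut at about 35% in these data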;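 further: 0% = DMSO alone and 100% = 100 µM mitoxantrone as full dye displacement; higher means more dye released from RNA so lower well fluorescence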
mABHD4 FP: ABHD4 inhibitors, primary screen, biochemical, fluorescence polarization, mouse. (Lyso)-N-acylphosphatidylethanolamine lipase (Mus musculus), Q8VD66. purified mABHD4, FP-Rh probe fluorescence polarization. inhibition, % at 8.92 µM. 370,000 compounds, 0.54% hits;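 active means inhibition exceeding the mean over every tested compound plus 3 SD, cut at about 30% in these data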;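 further: 0% = plate median of compound wells and 100% = S159A mutant with DMSO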
Target sequence (Q8VD66 whole entry, looked up): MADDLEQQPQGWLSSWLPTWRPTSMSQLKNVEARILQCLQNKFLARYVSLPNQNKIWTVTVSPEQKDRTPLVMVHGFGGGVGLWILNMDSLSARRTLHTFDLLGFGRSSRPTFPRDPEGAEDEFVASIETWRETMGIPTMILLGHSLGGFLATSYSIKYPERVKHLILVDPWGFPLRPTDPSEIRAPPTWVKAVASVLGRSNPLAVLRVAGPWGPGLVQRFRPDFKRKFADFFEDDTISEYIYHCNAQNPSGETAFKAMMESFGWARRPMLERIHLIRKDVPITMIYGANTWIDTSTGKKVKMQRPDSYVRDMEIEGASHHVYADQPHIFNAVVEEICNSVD
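Test system: mABHD4 protein | Buffer or medium: HEPES pH 7.0 buffer, 150 mM NaCl, 0.01% Pluronic F-127 | Probe or stimulus: FP-Rh fluorescent activity-based probe, added after compound pre-incubation | Timing: Pre-incubation 45 min, probe exposure 60 min, at 25 °C | Technique: Fluorescence polarization, excitation 525 nm, emission 598 nm, BODIPY TMR filters | Repeats: Single well per compound (singlicate)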
SMARCA2 activ: SMARCA2 (BRM) function activators, primary screen, cell-based, luminescence, high throughput; MG213 cells, MMTV-luciferase reporter, dexamethasone, overnight; activation, % at 9.1 µM; 370,000 compounds, 1% hits; in the data active means activation above about 7.8%;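 further: 0% = vehicle wells and 100% = reference activator wells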
Rev-erbA mod: modulators of Rev-erb alpha DNA binding, primary screen, biochemical, FITC-DNA, fluorescence polarization, uHTS. Rev-erbα–FITC-DNA binding, 90 min. Nuclear receptor subfamily 1 group D member 1 (Homo sapiens), P20393. activity, % at 10 µM. 370,000 compounds, 0.79% hits;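 active means activity above about 14%, limit read from the data; passing the limit was not always enough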;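 further: 0% = DMSO wells with 35 nM protein and 100% = DMSO wells with 750 nM protein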
GC-B act: human GC-B receptor activators, primary screen, HEK293 GC-B cells, cGMP TR-FRET, EC30 CNP; Atrial natriuretic peptide receptor 2 (Homo sapiens), P20594; 0% at EC30 CNP, 100% saturating CNP; activation, % at 10 µM; 370,000 compounds, 0.11% hits; AID 1920062, 2024;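 active means activation at 10 µM reaching about 35% in either raw or pattern-adjusted values, limit read from the data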
ASAP1 inh: inhibitors of human ASAP1 ArfGAP activity, primary screen, biochemical, fluorescence polarization. 360,000 compounds, 0.19% hits. Arf-GAP with SH3 domain, ANK repeat and PH domain-containing protein 1 (Homo sapiens), …. ASAP1-stimulated ARF1 GTP hydrolysis, GDP FP detection. inhibition, % at 16.5 µM; in the data active means inhibition above about 25%;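 further: 0% = vehicle with enzyme and substrate and 100% = no enzyme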
Target sequence (Q9ULH1 325-724 limits assumed): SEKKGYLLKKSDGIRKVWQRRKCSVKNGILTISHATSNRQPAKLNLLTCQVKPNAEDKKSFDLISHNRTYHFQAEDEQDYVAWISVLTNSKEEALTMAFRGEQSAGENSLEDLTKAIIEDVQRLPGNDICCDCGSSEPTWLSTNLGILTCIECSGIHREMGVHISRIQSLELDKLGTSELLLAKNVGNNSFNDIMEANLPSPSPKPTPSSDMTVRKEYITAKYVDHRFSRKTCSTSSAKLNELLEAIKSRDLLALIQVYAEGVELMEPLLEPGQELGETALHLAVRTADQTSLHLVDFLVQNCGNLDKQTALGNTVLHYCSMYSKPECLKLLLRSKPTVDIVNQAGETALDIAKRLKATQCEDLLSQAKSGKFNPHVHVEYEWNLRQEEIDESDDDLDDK
HTRA1 inhibitor: HTRA1 serine protease inhibitors, primary screen, biochemical, fluorescence polarization, HTS | Q92743 | recombinant HTRA1, FP-rhodamine activity-based probe | inhibition, % at 5.96 µM | 340,000 compounds, 0.5% hits | AID 504803, 2011; in the data active means inhibition above about 36%;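 further: 0% = enzyme with DMSO and 100% = wells lacking enzyme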
GC-A act: GC-A stimulated cGMP production enhancers – HEK293 GC-A cells, cGMP TR-FRET, EC30 ANP, primary screen; Atrial natriuretic peptide receptor 1 (Homo sapiens), P16066; 0% at EC30 ANP, 100% saturating ANP; activation, % at 10 µM; 370,000 compounds, 0.14% hits; in the data active means activation above about 40%
The depositor's hits bear a star; nt = not tested or not shown; & = joins results of further samples.

SMILES	ARFGAP1 inh	PG9 Ab binder	rCAG RNA binder	mABHD4 FP	SMARCA2 activ	Rev-erbA mod	GC-B act	ASAP1 inh	HTRA1 inhibitor	GC-A act
C[C@H]1[C@@H](NC(=O)C2CCCCC2)CC[C@@]23CCCN2C(=O)CCC[C@@H]13	nt	nt	nt	0	nt	-1	-8	nt	nt	-3
COc1ccc(NS(=O)(=O)c2ccc(C)c(C(=O)NCc3ccccc3CN3CCCC3)c2)cc1	-8	-0.5	1	1	-2	1	-3	0	-1	-2
CC1CCN(C(=O)Cn2nc(C(F)(F)F)c3c2CCCC3)CC1	9	0.1	0	2	-3	0	1	8	-4	0
O=CN1CCN(C(=O)c2ccc(Br)o2)CC1	-7	0.1	-1	4	-2	-4	2	-1	9	1
CCOC(=O)C1CCCN(Cc2ccc(OC)c(OCc3ccccc3)c2)C1 (configuration not stated)	-3	0.1	-9	12	0	1	-1	-14	-2	-1
Cc1ccc2c(=O)cc(C(F)F)oc2c1	-5	0.8	-2	-1	-4	5	2	-2	6	1
COCC(=O)N1CCC(Oc2ccc(C(=O)N3CCCCCCC3)cc2)CC1	5	-2.0	-9	4	-1	4	-2	4	3	5
O=S(=O)(NCCC1=CCCCC1)c1ccc(Br)cc1	-13	0.6	-2	-13	0	-4	-5	-6	-28	-4
COC(=O)c1ccc(Cc2ccc(C(=O)OC)o2)o1	-4	-0.1	-1	3	6	-4	2	-5	8	0
Cc1ccc(-c2nnc(Nc3ccc(CC(N)=O)cc3)c3ccccc23)cc1S(N)(=O)=O	8	1.9	1	-4	-3	-2	1	13	-8	10
Cc1nc2sc(C(=O)NC3CC3)c(N)c2c(C)c1Cl	nt	nt	4	3	-1	7	4	nt	nt	9
COC(=O)c1c(-c2cccnc2)csc1NC(=O)c1ccc2c(c1)OCO2	5	-22	5	1	9.4*	20*	-6	-7	-8	-1
COc1ccc(C(=O)OCC(=O)N2CC(=O)Nc3ccccc32)cc1Br	4	-2.1	2	3	2	2	3	0	-6	-2
CCC1Oc2ccccc2N(CC(=O)NCC2CCCO2)C1=O (configuration not stated)	5	-2.6	0	7	2	-2	-5	11	4	0
CCOc1cc(C(=S)N2CCC(O)CC2)ccc1OS(=O)(=O)c1ccc(Br)cc1	-2	-1.4	4	-9	-3	10	-4	5	-9	-1
C=CCOc1ccc(/C=C/C(=O)OCC(=O)NC(C)c2ccc(F)cc2)cc1 (configuration not stated)	1	-2.2	-2	-2	3	-1	-6	3	-5	-1
CCC(=O)NCCc1cc2ccc(C)cc2[nH]c1=O	11	-0.5	-1	1	5	-6	-4	-2	1	3
CCCCC(CC)C(=O)NCc1ccc(F)cc1 (configuration not stated)	0	0.6	-4	-3	-1	1	-4	-1	0	-1
COCCNC(=O)C1(C)CCCN(CCSc2ccccc2)C1 (configuration not stated)	-4	-0.1	0	0	-6	-7	1	5	nt	-1
CN1C(C(=O)Nc2ccccn2)=C(O)c2sc(Cl)cc2S1(=O)=O	-1	-0.5	4	-1	-3	1&-5	5	-1	-3	0
CCc1nccn1S(=O)(=O)c1cc(C)c(OC)cc1C	10	-0.1	-2	2	7	3	2	4	4	2
Cn1c(NC(=O)c2ccc(F)cc2)c(-c2ccccn2)c(=O)c2ccccc21	-1	-2.0	-1	1	-2	5	1	-5	nt	4
CCOc1ccc(-c2[nH]nc3c2C(c2ccc(O)cc2)C(C#N)=C(N)O3)cc1 (configuration not stated)	19	0.1	4	4	1	-1	8	6	8	2
O=C(NCCOc1ccccc1)C1CCCN1C(=O)c1cccs1 (configuration not stated)	-9	-0.6	-1	2	0	0	-3	6	-1	-1
Cc1cc(C(F)(F)F)nc(NCc2cccnc2)n1	-4	0.7	-5	-2	3	-3	3	0	-9	5
C/C(CCc1ccc2c(c1)OCO2)=N\N=C1\NC(=O)CC(C(=O)Nc2ccccc2)S1 (configuration not stated)	1	0.3	11	-1	-4	-5	3	8	-3	0
CCOc1ccc(OCC)c(S(=O)(=O)n2cc(C)nc2CC)c1	4	0.5	-8	-1	3	0	7	11	-2	9
COc1ccc(CC(=O)Nc2cccc(C(C)=O)c2)cc1S(=O)(=O)N1CCOCC1	-5	0.4	1	4	-3	-6	3	-1	6	-1
CC(=O)N1CCOCC1c1cc(C(=O)Nc2ccccc2)no1 (configuration not stated)	4	1.3	0	7	-3	-3	3	1	nt	2
COc1ccc(C(=O)CSc2ncnc3nc[nH]c23)cc1	1	0.3	-2	3	-1	0	-3	-8	5	1
CCOC(=O)c1cc2c(nc1C)-c1cc(Cl)cc(Cl)c1OC2O (configuration not stated)	-4	-1.3	1	-5	-1	6	-6	-8	-5	-2
O=c1c2cc(-c3ccccc3)sc2ncn1/N=C/c1ccco1	-6	1.9	16	-5	5	2	-9	9	-4	-1
NC(Cc1ccc(Cl)cc1)c1csc(NC(=O)Nc2ccccc2)n1 (configuration not stated)	17	2.1	38*	2	-6	2	-1	1	nt	3
CCOC(=O)C1=CCN(S(=O)(=O)c2ccc(Br)cc2)C1c1cccc(Cl)c1 (configuration not stated)	4	-0.6	4	-13	1	-3	-8	-6	nt	-8
CCN1C(=O)C2C(c3cccc(F)c3)NC(C)(C(=O)OC)C2C1=O (configuration not stated)	5	1.0	-1	1	-4	-3	-1	-5	5	-5
COC(=O)[C@@]12CCCCN1[C@H](c1ccc(-c3ccc(C(C)=O)cc3)c(OC)c1)[C@@H]1C(=O)N(C)C(=O)[C@@H]12	-8	-1.1	-3	0	2	-7	-4	6	-26	-3
COc1ccc(-c2nc3c(c(SCC(=O)Nc4cccc(O)c4)n2)Cc2c(CO)cnc(C)c2O3)cc1	7	-2.7	58*	-119	0	-25	-8	10	-131	-24
O=C(Nc1nc2ccccc2s1)c1ccccc1	7	-0.4	1	-14	1	8	-3	4	0	12
CC(=O)Nc1ccc(S(=O)(=O)NCCC(=O)OCCN2C(=O)c3ccccc3C2=O)cc1	-14	1.9	-2	-4	-1	4	3	-13	6	4
O=C(CN1C(=O)c2cccc3cccc1c23)Nc1ccc2c(c1)OCO2	1	-1.0	6	1	1	0	-4	-3	-7	-3
Cc1ccc(-c2nc(Cl)nc3ccccc23)cc1	-3	1.3	-2	-6	-4	1	1	0	0	3
O=C(CCCOc1ccc(Cl)cc1)Nc1cccc(C(=O)O)c1	-5	-2.3	3	-8	3	-1	-3	2	4	1
CCc1ccc([C@@H]2CC(=O)[C@@H]3CN(S(=O)(=O)c4ccc(C)cc4)[C@H](c4ccc(Cl)cc4)C[C@@H]3N2S(=O)(=O)c2ccc(C)cc2)cc1	10	-1.1	12	0	3	-3	4	8	nt	4
Cc1ccc(SCC(=O)Nc2ccc(N3CCOCC3)cc2)cc1	-1	-2.5	-5	0	3	-2	-1	10	3	4
c1cncc(Nc2nc(-c3ccncc3)cs2)c1	5	1.8	-1	9	-1	-1	6	0	5	3
CC1=C(C(=O)c2ccccc2)C(c2ccc(OC(F)F)cc2)NC(=S)N1 (configuration not stated)	-2	0.0	0	-6	-3	1	2	-8	-10	15
Cc1nnc(SCc2cc([N+](=O)[O-])cc3c2OCOC3)[nH]c1=O	0	-1.2	4	0	-1	-5	7	5	-1	3
CN(CC(=O)Nc1ccc(F)c(F)c1F)C(=O)c1ccc(N2CCCC2=O)cc1	-3	-0.1	1	3	-2	0	5	-1	-3	1
CC(OC(=O)CC1CCCC1)C(=O)Nc1ccc(S(N)(=O)=O)cc1 (configuration not stated)	-6	-2.5	6	-5	-3	3	2	-1	3	-1
CCOc1cc(NC(=S)NCc2ccco2)c(OCC)cc1NC(=O)CC	-6	0.0	-4	7	-1	-3	2	6	1	-1
The list goes on:
SMILES	ARFGAP1 inh	PG9 Ab binder	rCAG RNA binder	mABHD4 FP	SMARCA2 activ	Rev-erbA mod	GC-B act	ASAP1 inh	HTRA1 inhibitor	GC-A act
Cc1ccccc1Cn1cc(NC(=O)c2nn(C)cc2Cl)cn1	3	-1.7	-4	-1	-1	-1	-1	0	-6	-2
Oc1ccccc1N1CCN(C(=S)NCc2ccccc2)CC1	2	-3.3	3	9	-2	-2	-4	12	1	-1
CC(=O)NCCNC(=O)c1ccc(-n2c(C)ccc2C)cc1	-4	-1.9	1	0	-3	-4	5	-12	-1	-2
CCn1nc(C)c(/C=N/NC(=S)Nc2ccc(Cl)cc2Cl)c1C	1	-2.3	9	-5	-2	-1	-6	7	-14	-4
CCCCN(Cc1ccccc1)C(=O)C1CCCN(S(=O)(=O)c2cnc[nH]2)C1 (configuration not stated)	-9	-1.9	1	0	1	2	3	10	-2	0
CC1(c2nnnn2-c2ccc3c(c2)OCCO3)CCC(=O)N1CCCn1ccnc1 (configuration not stated)	4	-0.5	1	6	-5	-4	0	3	nt	-1
CC(=O)NCC(c1cccs1)S(=O)(=O)c1ccc(F)cc1 (configuration not stated)	7	0.6	0	0	-1	-6	4	4	7	3
Cc1cc(F)ccc1-c1cc(C(=O)N2CCN(c3ccncc3)CC2)[nH]n1	10	2.1	3	6	-1	-2	4	12	nt	1
Cc1ccc(C)c(OC(=O)c2cncc(Br)c2)c1	-3	-1.6	0	-3	-1	-4	-6	1	-1	1
CCOC(=O)C1=C(CC)Nc2ccccc2N=C1NC(=O)c1ccc(S(=O)(=O)N2CCOCC2)cc1	-6	-0.9	1	-3	2	-3	-1	-6	2	-6
Cn1c(=O)[nH]c2c(Cl)nccc21	-1	0.8	-5	-17	-2	1	6	4	13	3

Reprinted at random: five entries already listed.
SMILES	ARFGAP1 inh	PG9 Ab binder	rCAG RNA binder	mABHD4 FP	SMARCA2 activ	Rev-erbA mod	GC-B act	ASAP1 inh	HTRA1 inhibitor	GC-A act
CCn1nc(C)c(/C=N/NC(=S)Nc2ccc(Cl)cc2Cl)c1C	1	-2.3	9	-5	-2	-1	-6	7	-14	-4
Cn1c(=O)[nH]c2c(Cl)nccc21	-1	0.8	-5	-17	-2	1	6	4	13	3
CC1(c2nnnn2-c2ccc3c(c2)OCCO3)CCC(=O)N1CCCn1ccnc1 (configuration not stated)	4	-0.5	1	6	-5	-4	0	3	nt	-1
CCOC(=O)C1=C(CC)Nc2ccccc2N=C1NC(=O)c1ccc(S(=O)(=O)N2CCOCC2)cc1	-6	-0.9	1	-3	2	-3	-1	-6	2	-6
Cc1ccccc1Cn1cc(NC(=O)c2nn(C)cc2Cl)cn1	3	-1.7	-4	-1	-1	-1	-1	0	-6	-2
